# Kir21 block = inhibitors of mouse Kir2.1 inward-rectifier potassium channel; P35561; HEK293-Kir2.1, FluxOR thallium flux fluorescence; hits give low values; AID 1672; B-score at 10 µM; 310,000 tested, 0.85% active;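 active means fluorescence ratio B-score at or below minus 3 SD of library scores, with starting-brightness B-score within 2 SD, cut at about -4.2 in these data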;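 further: channel flux triggered by added potassium and thallium sulfate stimulus; B-score of peak minus minimum fluorescence over baseline after thallium stimulus; more negative B-score means stronger Kir2.1 block with less thallium influx; some compounds called inactive have numbers as strong as hits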
# Target sequence (P35561 whole entry, looked up): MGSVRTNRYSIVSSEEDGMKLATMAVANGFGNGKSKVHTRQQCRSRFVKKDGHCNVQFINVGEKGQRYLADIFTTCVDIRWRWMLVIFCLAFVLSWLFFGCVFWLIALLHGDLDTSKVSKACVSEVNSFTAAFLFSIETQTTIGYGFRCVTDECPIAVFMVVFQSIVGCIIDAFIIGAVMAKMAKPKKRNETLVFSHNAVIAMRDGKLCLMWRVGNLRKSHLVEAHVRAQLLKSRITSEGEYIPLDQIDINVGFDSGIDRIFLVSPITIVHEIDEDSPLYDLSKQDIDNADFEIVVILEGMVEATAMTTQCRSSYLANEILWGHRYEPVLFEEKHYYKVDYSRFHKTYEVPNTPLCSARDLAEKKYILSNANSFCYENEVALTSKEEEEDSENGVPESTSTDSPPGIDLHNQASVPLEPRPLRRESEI
# CHT inh = inhibits the human high affinity choline transporter. CHT-expressing cells, membrane potential dye, choline response; hits give low values. B-score at 10 µM. Q9GZV3. 310,000 tested, 0.86% active;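 active means B-score over 3 SD under the library average, and starting fluorescence ratio not unusually high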;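 further: choline stimulus applied at its EC90 after an EC20 pre-addition; B-score computed on integrated fluorescence ratio after choline addition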
# Target sequence (Q9GZV3 whole entry, looked up): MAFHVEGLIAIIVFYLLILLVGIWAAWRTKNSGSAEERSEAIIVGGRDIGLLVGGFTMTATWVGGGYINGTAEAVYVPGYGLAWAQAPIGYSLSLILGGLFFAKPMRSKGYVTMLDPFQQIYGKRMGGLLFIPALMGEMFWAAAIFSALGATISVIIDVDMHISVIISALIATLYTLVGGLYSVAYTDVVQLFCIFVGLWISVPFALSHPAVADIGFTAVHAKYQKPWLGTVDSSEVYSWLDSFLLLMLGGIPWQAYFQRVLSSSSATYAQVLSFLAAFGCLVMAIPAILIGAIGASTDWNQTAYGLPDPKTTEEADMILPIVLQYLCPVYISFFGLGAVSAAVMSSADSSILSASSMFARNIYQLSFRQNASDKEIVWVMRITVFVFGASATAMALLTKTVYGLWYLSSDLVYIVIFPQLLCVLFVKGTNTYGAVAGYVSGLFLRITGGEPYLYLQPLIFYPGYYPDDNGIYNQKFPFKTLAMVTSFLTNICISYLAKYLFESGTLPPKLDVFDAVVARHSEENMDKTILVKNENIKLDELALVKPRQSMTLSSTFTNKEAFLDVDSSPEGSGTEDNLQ
# The depositor's hits bear a star; i = inactive; x = no result given.
Kir21 block | CHT inh | Compound
1.99 | i | CC(CN(C(N)=O)c1ccccc1O)C(=O)O (stereo not given)
-0.27 | i | CC(C)[C@H](NC(=O)c1ccccc1)C(=O)OCC(=O)N1CCc2ccccc2C1
-2.4 | i | CC1(C)C2CCC(C2)C1(C)NC(=O)CNCC1CCCCC1 (stereo not given)
0.37 | i | Cc1nnc(C)n1/N=C/c1ccc(-c2ccccc2)cc1
1.24 | i | CCOc1ccc2nc(NC(=O)CSc3nc4cccnc4n3C)sc2c1
0.05 | i | COc1ccc(NC(=O)c2cccc(S(=O)(=O)N3CCc4ccccc43)c2)cn1
-1.42 | i | COc1ccc(N(Cc2ccccc2)S(=O)(=O)c2ccc(C)cc2)cc1
-1.27 | i | COc1ccc(CCNC(=O)CSc2nnc(Cc3csc(N)n3)n2C)cc1OC
0.43 | i | COc1ccc(Nc2ncnc3ccccc23)cc1
0.1 | x | O=C(O)c1cc(-c2ccco2)nn1-c1ccc(Cl)cc1
-0.01 | i | FC(F)(F)c1nnc2c(Sc3ccccc3)nc3ccccc3n12
0.45 | i | COc1cc(/C=N/N=C2/C(=O)Nc3ccccc32)ccc1O
0.23 | i | COC(=O)C(NC(C)=O)(Nc1ccc(Br)cn1)C(F)(F)F (stereo not given)
-0.79 | i | NS(=O)(=O)c1ccc(NC(=O)CSc2cn[nH]n2)cc1
-0.19 | i | O=C(CCN1CCCC1Cc1ccccc1)c1ccc2c(c1)OCCO2 (stereo not given)
-0.19 | i | C/C(=N\N(C)C)c1ccc(OCCOc2ccc([N+](=O)[O-])cc2)cc1
2.09 | i | Cc1cc2cc(CNC(=O)NC3CCCCC3)ccc2n1C
1.12 | i | N#Cc1cc2c(nc1SCc1ccccc1)CCCC2
1.06 | i | CCOC(=O)c1c(N)nn(C(=O)c2ccccc2)c1-c1ccccc1
-1.97 | i | Cc1ccc(C(=O)N(CC(=O)NC2CCCCC2)c2ccccc2C)s1
-0.55 | i | Cc1ccc(Cn2ccc(NC(=O)c3cc(-c4ccc(F)cc4)on3)n2)cc1
-0.16 | i | C/C(=N/O)c1cccc(N2Cc3ccccc3C2)c1
-1.47 | i | Cc1nn(C)c(Oc2cccc(C(F)(F)F)c2)c1C#N
-0.55 | i | Cc1nc2ccccc2c(=O)n1/N=C/c1cn[nH]c1-c1ccccc1

# Copied from above, six compounds:
Kir21 block | CHT inh | Compound
1.06 | i | CCOC(=O)c1c(N)nn(C(=O)c2ccccc2)c1-c1ccccc1
-1.97 | i | Cc1ccc(C(=O)N(CC(=O)NC2CCCCC2)c2ccccc2C)s1
-0.55 | i | Cc1ccc(Cn2ccc(NC(=O)c3cc(-c4ccc(F)cc4)on3)n2)cc1
-0.16 | i | C/C(=N/O)c1cccc(N2Cc3ccccc3C2)c1
-1.47 | i | Cc1nn(C)c(Oc2cccc(C(F)(F)F)c2)c1C#N
-0.55 | i | Cc1nc2ccccc2c(=O)n1/N=C/c1cn[nH]c1-c1ccccc1

# Further structures.
Kir21 block | CHT inh | Compound
x | i | Cc1ccc(S(=O)(=O)NCCCC(=O)C=[N+]=[N-])cc1
0.78 | i | Cc1noc(NS(=O)(=O)c2ccc(NC(=O)CSc3ncccn3)cc2)c1C
-1.81 | i | O=C(COC(=O)C1CCCCC1)Nc1ccc([N+](=O)[O-])cc1
-1 | i | OCCCn1c(CCNc2nc(-c3ccc(Cl)cc3)cs2)nc2cc(C(F)(F)F)ccc21
-1.01 | i | CCOC(=O)CC(=O)CSc1ncnc2c1oc1ccccc12
1.59 | i | CN1C(=O)CS(=O)c2ccc(C(=O)NCCC3=CCCCC3)cc21 (stereo not given)
3.78 | i | Cc1cc([N+](=O)[O-])ccc1NCc1ccc2ccccc2c1
0.13 | i | Cc1ccc(NS(=O)(=O)c2cc(NC(=O)c3ccc4c(c3)NC(=O)CS4)ccc2C)c(C)c1
1.61 | i | COc1ccccc1N1CCN(C(=O)c2cc3cc(F)ccc3[nH]2)CC1
0.96 | i | O=C(c1ccc(F)cc1)N1CCN(c2cnn(-c3ccccc3)c(=O)c2Cl)CC1
-0.24 | i | O=C(O)c1ccccc1OCc1ccccc1Cl
1.07 | i | CC(Sc1nnc(-c2ccc(OC(F)F)cc2)o1)C(=O)NCC1CCCO1 (stereo not given)
-1.13 | i | COc1cccc(CN2CCN(Cc3ccc(OC)c(OC)c3)CC2CCO)c1 (stereo not given)
1.17 | i | O=C(Cn1cnc([N+](=O)[O-])n1)NCCc1ccccc1
0.02 | i | CCNS(=O)(=O)c1ccc(OC)c(C(=O)NC2CCCCC2)c1
0.57 | i | Cc1ccc(CN2CCNC(=O)C2CC(=O)N(C)C(C2CC2)C2CC2)o1 (stereo not given)
-0.15 | i | CN(CCOc1ccccc1)C(=O)C1CCN(C(=O)c2ccc(Cl)cc2)CC1
-0.58 | i | Cc1ccc(Cl)cc1NC(=S)N/N=C/c1cccc2ccccc12
-0.65 | i | COc1ccc(C2=CC(=O)OC3(CCCC3)O2)cc1
0.83 | i | COC1CCCN(Cc2nc(Cc3ccccc3F)no2)C1 (stereo not given)
-0.56 | i | COc1ccc(-c2csc(C3=C(O)CN(C(C)C)C3=N)n2)cc1OC
1.29 | i | COc1ccc(-c2occ(C(=O)O)c2C(=O)O)cc1
0.69 | i | CCCS(=O)(=O)N1CCCC(C(=O)NCCN2CCC(Cc3ccccc3)CC2)C1 (stereo not given)
3.15 | x | CC(C)CC(C(=O)Oc1ccc2c3c(c(=O)oc2c1)CCC3)N1C(=O)c2ccccc2C1=O (stereo not given)
0.02 | i | CCOc1cc2c(cc1OC)C(c1cccc([N+](=O)[O-])c1)NCC2 (stereo not given)
1.09 | i | O=C(c1cc([N+](=O)[O-])[nH]n1)N1CCSCC1
0.88 | i | CCOC(=O)CCCc1sc(N)nc1-c1[nH]c(=O)[nH]c1C
-5.56* | i | CCN(CC)CCNCC(O)(c1ccc(Cl)cc1)c1ccc(Cl)cc1
-2.84 | i | CCCCN(CCCC)S(=O)(=O)c1ccc(OC)c2ncccc12
0.06 | i | Cc1nn(CC(=O)NCc2cccnc2)c(C)c1[N+](=O)[O-]
1.27 | i | O=C(c1ccc2c(c1)OCO2)N1CCC2(CC1)Oc1ccc(Cl)cc1C(=O)C21CC(c2ccccc2)=NO1 (stereo not given)
-0.08 | i | COc1ccc(C2C(C(=O)c3cccs3)=C(O)C(=O)N2Cc2cccnc2)cc1OC (stereo not given)
-1.32 | i | Cc1cc(/C=C2\SC(=Nc3ccc(N4CCOCC4)cc3)N(C)C2=O)c(C)n1-c1cccnc1
0.05 | i | COC(=O)c1ccccc1N=Nc1c(N)n[nH]c1N
x | i | CN1CCN(CCCNC(=O)c2cc3c(=O)oc4ccccc4c3s2)CC1
0.4 | i | CCOc1ccc(/C=C(/NC(=O)c2ccccc2Cl)C(=O)O)cc1
0.01 | i | CC(=O)Nc1ccc(S(=O)(=O)N(C)CC(=O)N/N=C/c2cccs2)cc1
-11.9 | i | Cn1c(=O)c(NCCO)c2c3c(cccc31)C(=O)c1ccccc1-2
-0.01 | i | Cc1cc(C)n(-c2nc3ccccc3c(=O)n2OCC#N)n1
-0.68 | i | CC1CCCN(C(=O)CSc2nnc(-c3cccnc3)n2C2CCCCC2)C1 (stereo not given)
-0.28 | i | COc1ccc(CNC(=O)C2CCN(C(=O)c3ccccc3)CC2)cc1
0.65 | i | O=C1C(=O)N(CC2CCCO2)C(c2ccco2)/C1=C(/O)c1ccc(F)cc1 (stereo not given)
0.22 | i | CN(C)c1ccc(-c2nn3c(-c4cccnc4)nnc3s2)cc1
x | i | Cc1cccc(-c2sc(Nc3ccccc3)n[n+]2-c2ccccc2)c1
0.15 | i | O=C(O)CC12CC3CC(C1)CC(n1ncc(NCc4ccco4)c(Cl)c1=O)(C3)C2
0.12 | i | CC(C)(C)c1ccc(/C=N/NC(=O)CN2CCS(=O)(=O)CC2)cc1
0.37 | i | CC1(C)Cc2nc(N3CCOCC3)c(C#N)cc2CO1
-1.61 | i | OCCN(CCO)c1ccc2ccccc2c1
0.44 | i | COc1cc(OC)c(C(=O)CCCN2CCCC2)c(OC)c1
-0.9 | i | Cc1ccc(O)c(-c2cc(C(=O)Nc3cccnc3)[nH]n2)c1
-0.52 | i | CCOC(=O)CC(=O)NC(CC(=O)OC)c1ccc(C(C)C)cc1 (stereo not given)
-0.83 | i | Cc1cccc(OCC(O)CN2CCN(CCN3C(=O)c4cccc5cccc(c45)C3=O)CC2)c1C (stereo not given)
0.86 | i | COC(=O)c1ccc(N)c(N=CC2=C(O)CC(C)(C)CC2=O)c1
1.11 | i | CCOC(=O)c1c(NC(=O)CN2C(=O)NC(C)(c3ccccc3)C2=O)sc(C)c1C (stereo not given)
-0.44 | i | CC(C)n1c(C(=O)OCC(=O)NCc2ccc3c(c2)OCO3)cc2sccc21
1.05 | i | CCOC(=O)c1cccc(NC(=O)/C=C/c2ccc3c(c2)OCO3)c1
1.13 | i | O=C(N[C@@H](Cc1ccccc1)C(=O)NC1CC1)c1ccc(Cl)cc1
2.2 | i | CC(C)(C)C(=O)O/N=C(\N)c1c(Cl)cccc1Cl
-1.44 | i | O=S(=O)(NC1CC1)c1ccc(S(=O)(=O)N2CCc3ccccc32)cc1
-0.12 | x | COC(=O)c1cccc(Nc2c3c(nc4ccccc24)CCC3)c1

# Kir21 block: what is marked active above
Kir21 block | CHT inh | Compound
-5.56* | i | CCN(CC)CCNCC(O)(c1ccc(Cl)cc1)c1ccc(Cl)cc1

# The list continues.
Kir21 block | CHT inh | Compound
1.76 | i | CCN1/C(=C/C(C)=C/c2sc3ccccc3[n+]2CC)Sc2ccccc21
1.1 | i | O=C(Oc1ccc(-c2nnco2)cc1)N(c1ccccc1)c1ccccc1
0.39 | i | O=C(CSc1nc2ccc(Cl)cc2[nH]1)c1ccc2c(c1)OCO2
1.76 | i | CC(=O)Nc1cccc(C(=O)OCCCOc2ccc(F)cc2)c1
-0.09 | i | Oc1ccc(C=Nc2ccccc2-c2nc3ccccc3[nH]2)c(O)c1
-0.02 | i | CC(C)C(=O)NC(c1ccccc1)c1cc([N+](=O)[O-])c2cccnc2c1O (stereo not given)
-0.09 | i | O=[N+]([O-])c1cc([N+](=O)[O-])c(Oc2c(F)ccc(F)c2F)cc1NN1CCCCC1
1.55 | i | c1ccc(CNC23CC4CC(CC(C4)C2)C3)nc1
0.24 | x | CCC12CN3CC(CC)(CN(C1)C3c1c(O)ccc3ccccc13)C2=O (stereo not given)
2.29 | i | CC(=O)OCC(=O)Nc1ccc(Br)c(C)c1
0.61 | i | O=C(NCCCN1CCOCC1)/C(=C/c1cccs1)NC(=O)c1ccccc1
0.01 | i | CCc1ccc(NC(=S)N(CCCN2CCOCC2)Cc2ccccn2)cc1

# Random excerpt: 4 records from the list
Kir21 block | CHT inh | Compound
-0.09 | i | Oc1ccc(C=Nc2ccccc2-c2nc3ccccc3[nH]2)c(O)c1
1.76 | i | CCN1/C(=C/C(C)=C/c2sc3ccccc3[n+]2CC)Sc2ccccc21
1.76 | i | CC(=O)Nc1cccc(C(=O)OCCCOc2ccc(F)cc2)c1
1.55 | i | c1ccc(CNC23CC4CC(CC(C4)C2)C3)nc1

# Other structures.
Kir21 block | CHT inh | Compound
0.78 | i | O=C1SCC(c2ccccc2)=NN1Cc1ccccc1
x | i | CC(OC(=O)Cn1c(C(F)(F)F)nc2ccccc21)C(=O)N1CCCc2ccccc21 (stereo not given)
0.87 | i | COc1ccc(Nc2ccc3c(c2)=NC2(CCCCC2)[N+]=3[O-])cc1
0.02 | i | CCOc1ccccc1NC(=O)/C(C#N)=C/c1cccnc1
0.01 | i | Cc1cc(C)nc(SCc2nnc(SCC(=O)Nc3nccs3)n2Cc2ccco2)n1
-0.2 | i | CCOc1cc(C(=O)NC(=S)Nc2nc(C)cc(C)n2)cc(OCC)c1OCC
-7.66* | i | CCOc1ccc(CN(C)CC(O)COC(c2ccc(OC)cc2)c2ccc(OC)cc2)cc1 (stereo not given)
0.14 | i | Fc1ccc(-c2nnc(CSc3nnc(-c4cccs4)o3)o2)cc1
-0.27 | i | CCN1CCN(C(=O)C2CC(=O)N(c3ccc(Cl)cc3)C2)CC1 (stereo not given)
0.06 | i | CCC1(CC)NC(=O)N(CC(=O)OCC(=O)NC(=O)c2ccc(Cl)cc2)C1=O
0.7 | i | Cc1cccn2c(=O)c(/C=C(\C#N)C(=O)NCc3ccco3)c(N3CCCCC3)nc12
-0.91 | i | Cc1cc(C)c(S(=O)(=O)N2CCC(C(N)=O)CC2)cc1C
1.97 | i | COc1ccc(Nc2cc(Nc3cccc(OC)c3)ncn2)cc1
-2.31 | i | CCOC(=O)N1CCC(N2CCN(S(=O)(=O)c3ccc([N+](=O)[O-])cc3)CC2)CC1
-0.01 | i | COc1cccc(-c2nnn(C/C(N)=N/O)n2)c1
-0.37 | i | COc1ccc(CNC(=O)CN2c3ccccc3S(=O)(=O)c3ccccc32)cc1
-0.33 | i | CCOc1ccccc1N1CCN(C(=O)CNC(=O)c2ccccc2F)CC1
-0.2 | i | N#Cc1ccccc1NC(=O)c1ccccc1OCC(=O)NCc1ccco1
0.02 | i | O=C(NC(=O)c1ccccc1Cl)Nc1ccc(-c2cnco2)cc1
-3.34 | i | CC(C)S(=O)(=O)C1=NSC2=NC(=O)/C(=C\c3ccc(-c4ccccc4)o3)C(=N)N21
-0.16 | i | CCc1cc(C(=O)Cc2nc3ccccc3[nH]2)c(O)cc1O
-0.63 | i | COc1ccc(NC2CC(=O)N(c3cccc([N+](=O)[O-])c3)C2=O)cc1 (stereo not given)
2.51 | i | Cc1c(C(=O)O)sc2nc(SCC(=O)Nc3ccc(S(=O)(=O)NC(C)(C)C)cc3)[nH]c(=O)c12
-0.09 | i | O=C(c1ccccc1Cl)c1c(O)c2ccccc2oc1=O
-0.16 | i | CN1C(=O)CC(N2CCN(C(c3ccccc3)c3ccccc3)CC2)C1=O (stereo not given)
0.01 | i | Cc1ccc(NS(=O)(=O)c2ccc3c(c2)N(C)CCO3)cc1
-0.44 | i | Cc1cccc(C)c1OCC1CNC(=O)O1 (stereo not given)
